# GPR151 ag: human GPR151 activation; Q8TDV0; PathHunter beta-arrestin GPR151 cells, luminescence; activation, % at 11.2 µM; 1% of 650,000 active; AID 1508602; in the data active means activation above about 4.9%;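 further: 0% = median of compound wells and 100% = cells with positive control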
# FBW7 act: activators of human E3 ligase FBW7 | Q969H0 | AlphaScreen FBW7–phospho-cyclin E peptide binding, activator screen | normalized activity (activation), % at 26.1 µM | 0.13% of 650,000 active; in the data active means normalized activity above about 1.9%;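 further: purified mutant Fbw7 with reduced substrate affinity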
# MITF primary: blocks human microphthalmia-associated transcription factor | O75030 | 0.91% of 650,000 active | AlphaScreen MITF homodimerization, bead proximity signal | inhibition, % at 2.6 µM; in the data active means inhibition above about 50%;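 further: 0% = vehicle wells with protein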
# Target sequence (O75030 whole entry, looked up): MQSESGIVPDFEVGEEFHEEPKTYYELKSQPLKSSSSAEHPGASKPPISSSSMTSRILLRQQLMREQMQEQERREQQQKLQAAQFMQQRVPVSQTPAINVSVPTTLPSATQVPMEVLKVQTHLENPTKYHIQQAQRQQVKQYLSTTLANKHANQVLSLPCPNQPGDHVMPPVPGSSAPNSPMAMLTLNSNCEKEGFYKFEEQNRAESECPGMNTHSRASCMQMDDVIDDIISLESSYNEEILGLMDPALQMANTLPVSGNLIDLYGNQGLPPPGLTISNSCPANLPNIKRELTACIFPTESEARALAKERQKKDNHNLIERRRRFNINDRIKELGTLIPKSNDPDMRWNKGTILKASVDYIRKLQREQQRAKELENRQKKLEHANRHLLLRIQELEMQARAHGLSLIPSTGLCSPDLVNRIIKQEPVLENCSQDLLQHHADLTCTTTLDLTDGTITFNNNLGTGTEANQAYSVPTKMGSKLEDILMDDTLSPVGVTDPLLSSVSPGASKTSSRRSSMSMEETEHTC
# TEAD-YAP inh: TEAD-YAP interaction inhibition; HEK-TIYL cells, TEAD-Gal4/YAP UAS-luciferase luminescence; inhibition, % at 9.12 µM; 1.4% of 640,000 active; AID 1259422; in the data active means inhibition above about 32%;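 further: 0% = median of test compound wells and 100% = reference inhibitor wells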
# An asterisk follows results filed as active. Random draw from the library; overall some 3.4% were active at least once.
SMILES,GPR151 ag,FBW7 act,MITF primary,TEAD-YAP inh
CC(C)CC1=NN2C(=N)/C(=C/c3ccc(OCc4ccccc4F)cc3)C(=O)N=C2S1,-5.3,-0.1,-24,-26
O=C(Nc1ncc(Cc2ccc(Br)cc2)s1)C1=NCCN1,0.8,-0.3,10,4
CN(C)c1ccc(/C=C2/C(=N)N3N=C(C(F)(F)F)SC3=NC2=O)cc1,-0.4,0.1,-5,4
Nc1nncn1C(=O)CC1CCS(=O)(=O)C1 (stereo not given),-0.1,-0.2,7,-1
CCc1c(C)sc(NC(=O)c2ccccc2OC)c1C(N)=O,0.7,0.0,-3,-15
Cc1c(C(=O)NCCCn2ccnc2)oc2c1C(=O)CC(C)(C)C2,3.2,0.1,8,-3
COc1ccc(/C(N)=N/OC(=O)COc2cc(C)c(Cl)c(C)c2)cc1,-1.9,-0.1,12,9
CCOc1ccc(/C=C/C2=NNC(=O)CC2)cc1,-7.7,0.1,5,-55
CCn1c(SC(C)C)nc2ccc(I)cc2c1=O,-2.4,-0.1,-1,4
NC(=S)N/N=C/c1c(OC(=O)c2cccnc2)ccc2ccccc12,2.8,-0.1,-13,6
Cc1ccc(NC(=O)CCc2nnc3ccc(N4CCC(C(N)=O)CC4)nn23)cc1,0.4,-0.1,5,-3
CCOC(=O)c1cnc2c(OC)cccc2c1NC1CCCCCC1,3.1,0.0,3,66*
CC1(C)CC(=O)C2=C(C1)Nc1ncnn1C2c1cccc(F)c1 (stereo not given),0.7,-0.1,19,5
c1ccc(Cc2nc(N3CCc4ccccc4C3)c3c4c(sc3n2)CCCC4)cc1,-1.1,0.1,-5,10
COc1ccc(C(=O)COC(=O)CNC(=O)c2cccc(OC(F)F)c2)cc1,0.8,0.0,2,2
Cc1ccc(N2C(=O)CSC23C(=O)Nc2ccccc23)cc1Br (stereo not given),5.0*,-0.8,-3,5
COCC1CCCCN1C(=O)CCc1nnc(Cc2ccc(-c3ccccc3)cc2)o1 (stereo not given),1.8,0.1,-23,-14
Cc1ccc(-n2nc3c(c2NC(=O)c2ccc(C(C)(C)C)cc2)CS(=O)C3)cc1 (stereo not given),-0.1,0.1,3,14
COc1cccc(C2SCC(=O)N2c2cccc(C)c2)c1OC (stereo not given),5.4*,0.1,0,4
COc1ccc(NS(=O)(=O)c2ccc3c(c2)C(=O)c2ccccc2C3=O)cc1,-0.5,-0.1,5,-3
FC(F)(F)c1cccc(Nc2ncnc3c2cnn3-c2ccc(Cl)cc2)c1,0.2,0.2,12,4
COc1cc(/C=C2/C(=O)NN(c3ccc(C)c(C)c3)C2=O)c([N+](=O)[O-])cc1OC,-0.5,0.1,0,-7
Cc1ccc(NS(=O)(=O)c2ccccc2[N+](=O)[O-])cc1C,-0.8,-0.3,9,-22
CCOC(=O)/C(C#N)=C\c1cc(Br)c(CC)s1,-1.0,-0.3,3,-6
CCOc1ccc(C(=O)Nc2cccc(-c3nc4cc(C)ccc4o3)c2)cc1Cl,0.3,0.0,-12,3
Clc1ccc(CCN2CCC(NCc3cccnc3)CC2)cc1,-0.2,-0.3,0,-4
CCOc1cc(C(=O)NC(C)COC)cc(OCC)c1OCC (stereo not given),-0.2,0.1,-5,-3
Cc1nn(CC(=O)NC(C)c2ccccc2)c(C)c1[N+](=O)[O-] (stereo not given),-0.3,0.8,8,-1
CCOc1ccccc1C(=O)Nc1ccc(I)cc1C,1.3,0.1,-6,-1
CC(=O)N1C(=S)NC(=O)/C1=C/c1cc2ccc(C)cc2nc1N(C)C,0.2,0.0,3,-7
COc1ccc(OC)c(C2CC(=O)Nc3c2cc(Br)c2ccccc32)c1 (stereo not given),-0.8,-0.1,19,3
O=P1(NCc2ccc(Cl)cc2)C=C(c2ccccc2)OC(c2ccccc2)=C1,-0.2,0.1,9,3
Cc1ccccc1-n1nc2c(c1NC(=O)c1c(F)cccc1Cl)CS(=O)(=O)C2,0.9,0.1,6,5
Cc1ccc(Nc2nc(-c3ccc(O)cc3)cs2)nc1,1.0,-0.1,-16,33*
CSCCOC(=O)C1=C(C)NC(=O)NC1c1ccccc1Br (stereo not given),1.3,-0.1,-7,2
C/C(=N\S(=O)(=O)c1ccc(C)cc1)OC(=O)c1ccccc1,1.8,-0.1,17,1
CCOC(=O)C1=C(C)NC(=O)NC1c1ccc(N(C)C)cc1 (stereo not given),-0.8,0.0,5,6
NS(=O)(=O)c1ccc(NC(=S)NC(=O)c2ccc(Cl)cc2Cl)cc1,-0.7,1.0,9,-14
CCCCCCNC(=O)c1ccc2nc(-c3cccs3)c(-c3cccs3)nc2c1,1.2,-0.2,-2,3
O=C(Nn1c(-c2cccc(Cl)c2)nc2ccccc2c1=O)c1cccnc1Cl,1.5,0.0,13,0
Cc1noc(C)c1-c1nc(NCc2nc3ccccc3[nH]2)c2ncn(C3CCCCC3)c2n1,2.1,0.3,19,-16
CCc1cccc(NS(=O)(=O)c2c(C)[nH]c(=O)[nH]c2=O)c1,-0.1,-0.1,6,-3
COc1ccccc1OCc1cc(C(=O)NCC2CC23CCCCC3)no1 (stereo not given),-1.6,0.0,3,5
O=C(Nc1ccc(F)cc1F)c1ccc(S(=O)(=O)N2CCOCC2)cc1,-0.9,-0.1,18,-7
O=C(c1ccc(Cl)cc1Cl)N1CCC(Cc2ccccc2)CC1,0.7,-0.1,-1,9
COc1cccc(NC(=O)CC2(CC(=O)O)CCCC2)c1,2.0,0.3,15,4
COc1ccc(NCCC(=O)c2ccc(Cl)cc2)cc1,1.0,-0.2,-2,-2
O=C(COc1ccccc1)Nc1ncnc2c1CCC2,-2.2,0.0,2,1
Cc1ccc(C2=CC(c3ccccc3Cl)n3nc(CCCO)nc3N2)cc1 (stereo not given),-1.1,0.1,-5,-7
CCNc1cc(C(=O)NCc2cccc(C(F)(F)F)c2)c2ccccc2n1,-1.5,-0.1,2,-6

# Carrying on.
SMILES,GPR151 ag,FBW7 act,MITF primary,TEAD-YAP inh
CCCNc1nc(Nc2ccncn2)nc2c1ncn2C1CCCCC1,4.9*,0.2,10,-48
CCc1cccc(CC)c1NC(=O)c1cc(S(=O)(=O)NCCc2ccccc2)ccc1F,0.1,-0.1,1,-1
O=C(O)C1C2CC2CN1C(=O)c1ccc(Cl)cc1Cl (stereo not given),0.8,-0.1,3,-5
CCOC(=O)N1CCN(c2c(N3CCN(c4ccc(C(C)=O)cc4)CC3)c(=O)c2=O)CC1,0.4,0.0,5,1
Cc1cc(=O)oc2cc(OCC(=O)N3CCOCC3)c([N+](=O)[O-])cc12,1.7,0.2,7,-9
Cc1cc(S(=O)(=O)N2CCCC2)c(C)cc1Cl,0.8,0.0,-3,-5
CCOC(=O)c1c(-c2ccccc2)oc2c1cc(NS(=O)(=O)c1ccc(C)cc1C)c1ccccc12,-0.8,0.5,0,9
CCCN1C(=O)/C(=c2\sc3nc(-c4ccc(OC)cc4)nn3c2=O)c2ccccc21,-0.4,-0.1,0,0
Cc1cc(C)cc(-n2cnc3cc(C(=O)NC4CCCC4)ccc32)c1,-1.7,0.3,14,0
CCOC(=O)C1=C(N)n2c(s/c(=C\c3ccc(OC)c(OC)c3)c2=O)=C(C#N)C1c1ccc(OC)c(OC)c1 (stereo not given),-1.9,0.5,9,59*
COc1ccc(NC(=O)CCC(=O)N/N=C/c2ccc(F)cc2)cc1,-1.1,0.0,-8,2
CCOc1ccccc1NC(=O)c1nnn(CC(=O)Nc2c(C)cccc2C)c1N,0.0,1.1,18,-2
COc1cc(Cl)c(C)cc1NC(=S)N(CCN(C)C)Cc1cccs1,0.6,-0.1,-2,1
CCOc1cc(/C=N/NC(=O)c2cc(-c3cccc([N+](=O)[O-])c3)n[nH]2)ccc1O,0.3,-0.2,4,11
CCC(C)NC(=O)c1cn2ccsc2n1 (stereo not given),-0.7,-0.6,1,2
CCOc1ccc(C(=O)Nc2ccccn2)cc1[N+](=O)[O-],-0.8,-0.2,-8,-80
O=S(=O)(Nc1ccc(-n2cnnn2)cc1)c1ccc(F)c(F)c1F,3.4,0.0,3,3
Cc1cccc(Cc2cnc(NC(=O)CCCl)s2)c1,1.6,0.2,7,-1
Cc1c(C)n(C(=O)CSc2nc3ccccc3[nH]2)c2ccccc12,0.3,0.0,17,-3
O=C(CNC(=S)N(Cc1ccc(F)cc1)C1CCCCC1)NC1CCCCC1,-2.0,-0.2,0,-10
c1ccc(Nc2ccnc(N3CCN(Cc4ccc5c(c4)OCO5)CC3)n2)cc1,-1.4,-0.1,19,1
CC(=O)c1cc(-c2ccccc2)n(CC(=O)N2CCCC2)c1C,-1.2,0.7,10,-5
CC(=O)c1c(C)oc2ccc(N(C(C)=O)S(=O)(=O)c3ccc(Cl)c([N+](=O)[O-])c3)cc12,-0.5,0.4,26,-3
CC(=O)c1cc(C(C)C)c(OC(=O)NC2(C(F)(F)F)Oc3ccc(Cl)cc3O2)cc1C (stereo not given),4.5,0.0,-7,-16
O=C(CSc1nc2ccccc2c2nc(CCN3CCCCC3)nn12)NCc1ccco1,0.2,-0.1,7,2
Cc1cc(=O)n(CC(=O)N2CCc3ccccc32)c(=O)[nH]1,1.0,-0.1,-10,1
Cc1nc2ccc3nc(NC(=O)c4ccc(S(=O)(=O)N5CCC(C)CC5)cc4)sc3c2s1,0.0,0.3,11,13
COc1ccc2c(c1)CC(c1nc3cc(-c4ccnc(N)n4)ccc3o1)CO2 (stereo not given),0.6,-0.1,3,5
Cc1ccccc1NC(=S)N1CCCCC1,-1.4,-0.2,-5,-6
Cc1cnc(C(=O)N2CCc3c([nH]c4ccccc34)C2c2cccc(C)n2)cn1 (stereo not given),-0.6,0.1,15,2
Cc1c(Cl)cccc1NC(=O)CC(NCc1cccnc1)C(=O)O (stereo not given),0.4,0.0,-9,-3
Cc1ccc(OCc2nc3ccc(Br)cc3c(=O)o2)cc1C,0.9,0.0,1,-13
Cc1cccc(NC(=O)C2C3C=CC4(O3)C2C(=O)N(Cc2cccnc2)C4C(=O)NC2CCCC(C)C2C)c1 (stereo not given),0.1,0.0,-4,-7
Cc1ccc(C#N)c(SCC(=O)N2c3ccccc3Sc3ccccc32)n1,1.1,-0.1,-12,-3
Cc1[nH]nc(SCC(=O)NC(C)c2ccccc2)c1[N+](=O)[O-] (stereo not given),-1.2,0.0,3,1
CC(=O)Cc1nsc(Nc2ccc(Br)cc2)n1,0.5,-0.1,12,-44
O=C(O)c1cc(S(=O)(=O)NC2CCCC2)ccc1Cl,0.0,-0.1,-4,-5
O=C(Nc1cc(Oc2cncc(Cl)c2)cc([N+](=O)[O-])c1)c1cc2nc(-c3cccs3)cc(C(F)(F)F)n2n1,2.5,0.1,15,-3
CCC(C)NS(=O)(=O)c1ccc(NC(=O)c2ccc([N+](=O)[O-])cc2Cl)cc1 (stereo not given),0.2,-0.3,-7,6
Cc1cc(C)cc(NC(=O)N2CCc3nc4c(C)cccn4c(=O)c3C2)c1,-1.1,-0.1,1,0
CN(CC(=O)Nc1ccccc1F)S(=O)(=O)c1ccc2c(c1)c(=O)n(C)c(=O)n2C,0.6,0.1,2,-1
COc1ccc(-c2cc(C(=O)OCC(C)=O)c3ccccc3n2)cc1,-0.6,0.1,5,-11
CC(C)Cc1c(O)nc(SCC(=O)NCC2CCCO2)[nH]c1=O (stereo not given),0.3,0.0,-6,-3
CC(=O)c1cccc(-c2cnc(Nc3cc(C)cc(C)c3)c3nccn23)c1,1.7,-0.1,14,3
